Bioassay records deposited in PubChem by National Center for Advancing Translational Sciences (NCATS).
KDM4E inh: inhibitors of human JMJD2E histone demethylase; B2RXH2; JMJD2E catalytic domain, FDH-coupled NADH fluorescence (FDH is formaldehyde dehydrogenase); Potency, µM (doses to about 57.1 µM), without a hit: top-dose activity change, negative = inhibition, actives largely listed as inhibitors; 230,000 compounds, 1.6% hits; AID 2147; active means well fitted inhibition curve with a large enough effect, not every such curve was filed as active; inconclusive means small, poorly fitted or top-dose-only effect, or another doubt; inactive means no such curve, though single readings can be large or run the other way;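 further: 0% = wells with enzyme and -100% = buffer wells without enzyme; nearly all actives have a fitted effect of over 50% in size; many of its hits are not listed in these tables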
Target sequence (B2RXH2 1-337 limits assumed): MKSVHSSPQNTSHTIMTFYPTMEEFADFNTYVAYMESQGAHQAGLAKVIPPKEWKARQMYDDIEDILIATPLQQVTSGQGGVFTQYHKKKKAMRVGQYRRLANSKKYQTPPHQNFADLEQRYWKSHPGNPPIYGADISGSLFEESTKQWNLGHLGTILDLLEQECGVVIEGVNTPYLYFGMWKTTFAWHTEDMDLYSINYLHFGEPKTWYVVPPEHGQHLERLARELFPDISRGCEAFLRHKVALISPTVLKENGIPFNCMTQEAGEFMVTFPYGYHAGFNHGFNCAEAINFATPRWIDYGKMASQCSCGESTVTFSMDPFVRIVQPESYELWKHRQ
NPSR antagonist: neuropeptide S receptor (human) antagonism, cAMP. AID 1461. CHO-NPSR cells, cAMP TR-FRET, antagonist mode. Q6W5P4. 220,000 compounds, 1% hits. Potency, µM (series often up to 38.3 µM), for the others: top-dose activity change, negative = inhibition, usual class: inhibitors; further: on the % scale 0 is the no-effect control and ±100 the full control effect; nearly all actives have a fitted effect of over 50% in size; many of its hits are not listed in these tables
Target sequence (Q6W5P4 whole entry, looked up): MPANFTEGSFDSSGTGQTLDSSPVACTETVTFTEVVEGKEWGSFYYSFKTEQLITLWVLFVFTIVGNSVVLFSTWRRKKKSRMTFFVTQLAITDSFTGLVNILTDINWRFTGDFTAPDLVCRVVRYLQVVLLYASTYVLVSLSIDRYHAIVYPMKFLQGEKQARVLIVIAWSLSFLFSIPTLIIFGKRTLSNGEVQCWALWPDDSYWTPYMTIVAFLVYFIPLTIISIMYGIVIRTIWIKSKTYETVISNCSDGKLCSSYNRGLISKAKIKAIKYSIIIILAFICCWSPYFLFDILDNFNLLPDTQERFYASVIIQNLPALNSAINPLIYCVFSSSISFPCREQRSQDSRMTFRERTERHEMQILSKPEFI
IMPase Li cell: cell-permeable IMPase inhibitors with lithium potentiation; AID 1457; Potency, µM (highest dose often 59.4 µM), without a hit: at the top dose activity, negative = IMPase inhibition, usual class: inhibitors; 210,000 compounds, 0.35% hits; CHO-M1 cells, IP1 TR-FRET (IP-One), carbachol + lithium;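 further: IP1 builds up when IMPase is blocked and the TR-FRET signal falls; plate controls were basal vehicle for no effect and high inhibitor control for full effect; nearly all actives have a fitted effect of over 50% in size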
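Lithium-sensitised IP1 accumulation assay; M1-expressing CHO cells treated 30 min at 37C with compound. Competitive antibody detection by time-resolved FRET followed a 10 min room-temperature lysis step.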
RECQ1 inh: blocks DNA unwinding by human RECQ1; P46063; RECQ1 DNA unwinding, red fluorescence kinetic read; Potency, µM (top dose mostly 57.3 µM), for the others: at the highest dose activity, negative = inhibition, hits mostly inhibitors; 240,000 compounds, 0.54% hits; AID 2549;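 further: plate controls were vehicle for no effect and no enzyme for full effect; nearly all actives have a fitted effect of over 30% in size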
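50 nM RECQ1T1 preincubated 15 min with compound in Tris pH 8.0 buffer with MgCl2, DTT, Tween-20 and 2.5 ug/ml poly(dI-dC); started with 200 nM TAMRA/BHQ-2 forked duplex and 2 mM ATP. Unwinding read as fluorescence (525/598 nm), two reads 2 h apart.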
Epigenetic derep: epigenetic control regulation, reporter derepression; murine LDR cells, GFP reporter derepression, 30 h; 280,000 compounds, 0.2% hits; Potency, µM (top dose mostly 53.9 µM), without a hit: at the highest dose GFP activation, hits mostly activators; further: % of control where 0% means no effect; nearly all actives have a fitted effect of over 60% in size
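GFP-positive cell count by laser-scanning cytometry (objects 20–120 um) after 30 h, 37 C compound exposure of murine LDR cells; reporter is CMV-GFP integrated at a silenced locus, inducible by HDAC or DNMT inhibitors.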
Luc counter: Kinase-Glo luciferase inhibition (counter-screen); Q27757; Kinase-Glo luciferase, ATP luminescence, 8 min; Potency, µM (series often up to 38.3 µM), without a hit: at the top dose activity change, negative = inhibition, usual class: inhibitors; 200,000 compounds, 0.28% hits; further: on the % scale 0 is the no-effect control and ±100 the full control effect; nearly all actives have a fitted effect of over 60% in size
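Inhibition of Kinase-Glo luciferase light generation was assessed at 10 uM ATP in pH 7.2 imidazole buffer, with luminescence measured after eight minutes at ambient temperature.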
SMN2 splice enh: enhancers of SMN2 splice variant expression | 210,000 compounds, 2.8% hits | HEK293 SMN2-luciferase splicing reporter, luminescence, 30-36 h | Potency, µM (series often up to 46.1 µM), without a hit: at the highest dose activity change, positive = activation, most hits filed as activators; further: % of control where 0% means no effect; nearly all actives have a fitted effect of over 55% in size
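qHTS luciferase splicing reporter: luminescence rises when SMN2 exon 7 is included in transfected HEK293 cells. Compound exposure lasted 30-36 h at 37C, with 4.5 mM final sodium butyrate as control, followed by a ONE-Glo read.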
GoLoco inh red: inhibitors of human Gai1-RGS12 GoLoco interaction (red fluorophore); AID 880; Gai1:RGS12 GoLoco peptide FP, rhodamine, 10 min; 230,000 compounds, 0.44% hits; Potency, µM (titrated, usually from 61.6 µM), inactives show at the top dose activity, negative = inhibition, hits mostly inhibitors; active means well fitted inhibition curve with a large enough effect, not every such curve was filed as active; inactive means no such curve, though single readings can be large or run the other way; further: on the % scale 0 is the no-effect control and ±100 the full control effect; nearly all actives have a fitted effect of over 30% in size; many of its hits are not listed in these tables
Target sequence (P63096 whole entry, looked up): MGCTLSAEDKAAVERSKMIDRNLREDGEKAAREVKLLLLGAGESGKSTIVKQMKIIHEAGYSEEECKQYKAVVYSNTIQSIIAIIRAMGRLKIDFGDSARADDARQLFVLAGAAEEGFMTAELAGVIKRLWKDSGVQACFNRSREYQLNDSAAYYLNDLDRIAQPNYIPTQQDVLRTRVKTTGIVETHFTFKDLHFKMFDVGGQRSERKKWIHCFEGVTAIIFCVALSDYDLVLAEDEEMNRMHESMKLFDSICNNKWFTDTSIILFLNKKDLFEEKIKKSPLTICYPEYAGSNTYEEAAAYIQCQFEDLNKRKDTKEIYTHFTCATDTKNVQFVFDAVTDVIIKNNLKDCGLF
* hit, by the source's call; i = inactive; ? = inconclusive; · = not tested or not shown; & = joins results of further samples; [ ] = remark or other dose. Unless noted, the call rests on the fitted dose curve; in most records, active means well fitted curve in the direction sought with a large enough effect; inconclusive means small, poorly fitted or top-dose-only effect, or another doubt; inactive means no such curve, though single readings can be large; an effect the other way counts as inactive or inconclusive. Potency means the concentration at half of the fitted maximal effect.

item	SMILES	KDM4E inh	NPSR antagonist	IMPase Li cell	RECQ1 inh	Epigenetic derep	Luc counter	SMN2 splice enh	GoLoco inh red
1	Cc1cccc(Cn2c(=O)n(Cc3ccco3)c(=O)c3ccccc32)c1	-23%	-16%[46.1 µM]	9%	-5%	-2.2%	4%	-10%	4%
2	COc1cc(/C=N/N(C)c2ccccc2)cc(Cl)c1O	-2%	23%[46.1 µM]	30%[38.3 µM]	-11%	-1.0%	0%	3%	-20%
3	COc1ccc(OC(C)C(=O)N2CCN(c3ccccn3)CC2)cc1 (stereo not given)	?	-3%[46.1 µM]	10%[38.3 µM]	-3%	0.0%	1%	·	5%
4	O=C(Cc1ccc2c(c1)CCCC2)Nc1ccccc1Cl	1%	-26%[46.1 µM]	21%[38.3 µM]	4%	-1.8%	-8%	-20%	-7%
5	COC(=O)Nc1ccccc1C(=O)N1CCC(O)(c2ccc(Cl)cc2)CC1	0%	4%	-4%	i	0.1%	-9%	2%	4%
6	Cc1nc2ccc(NC(=O)N3CCCCC3)cc2nc1C	?	2%	0%	10%	-1.0%	-1%	3%	6%
7	COc1cc(-c2nc3n(n2)C(c2ccncc2)C(C(N)=O)=C(C)N3)cc(OC)c1OC (stereo not given)	2%	-8%[46.1 µM]	-13%[38.3 µM]	-14%	-1.0%	1%	-14%	5%
8	O=C(Nc1ccccc1C(F)(F)F)C1CC(=O)N(c2ccccc2F)C1 (stereo not given)	-1%	-2%[46.1 µM]	8%[38.3 µM]	-2%	-7.9%	0%	-28%	3%
9	COc1ccc(/C=C(/NC(=O)/C=C/c2ccccc2)C(=O)O)cc1	-1%	9%	-2%	i	1.1%	-2%	0%	2%
10	NNC(=O)c1csc(Cc2c(Cl)sc3ccc(Cl)cc23)n1	0%	-12%	·	-2%	2.1%	·	·	2%
11	COc1ccc2c(c1)-c1c(ssc1=S)C(C)(C)N2	-21%	-28%[46.1 µM]	10%	i	0.2%	-6%	-4%	-9%
12	O=C(CSc1nc2ccccc2c(=O)n1Cc1ccco1)c1ccc(F)cc1	-14%	9%[7.67 µM]	20%[38.3 µM]	-9%	-0.3%	-3%	-37%[inhibitor]	11%
13	Cc1nc2ccc(Nc3nc4cc(S(=O)(=O)N5CCOCC5)ccc4o3)cc2s1	-27%	-26%[46.1 µM]	5%[38.3 µM]	-16%	0.2%	-3%	-4%	-2%
14	c1ccc(-c2cn3cccnc3n2)cc1	?	7%[46.1 µM]	-2%[38.3 µM]	-14%	0.0%	-3%	6%	-2%
15	O=C(O)CCCC[C@@H]1CCSS1	7%	-8%[46.1 µM]	-4%	9%	0.0%	0%	3%	9%
16	C=CCn1c(CSc2nc3ccccc3s2)n[nH]c1=S	?	-5%[46.1 µM]	-7%[38.3 µM]	-14%	3.3%	0%	18%	-9%
17	N=C1CCC(=N)c2c1c(O)c1ccccc1c2O	?	8%[7.67 µM]	·	?	-0.3%	·	·	8%
18	CCOC(=O)c1cc(NC(=O)c2ccccc2)c(=O)n2c1oc1ccccc12	?	-49%	?	i	?	0%	-40%[inhibitor]	45%[activator]
19	Cc1nn(Cc2c(F)c(F)c(F)c(F)c2F)c(C)c1NC(=O)c1ccc(COc2ccc(F)cc2)o1	2%	-28%[46.1 µM]	9%[38.3 µM]	-8%	-2.3%	-4%	-50%[inhibitor]	11%
20	COc1ccccc1N1CCN(C(=O)c2ccc(Cn3c(=S)[nH]c4cc5c(cc4c3=O)OCO5)cc2)CC1	2%	-44%	0%	1%	-2.6%	0%	-2%	3%
21	COC(=O)c1cc(CSc2nc3ccc(C)cc3[nH]2)oc1C	2%	-6%[46.1 µM]	·	-8%	-7.2%	·	·	·
22	COc1cccc(NC(=O)Nc2cccnc2)c1	-3%	3%	-11%	-7%	-1.2%	·	·	0%
23	O=C(Nc1ccc(S(=O)(=O)Nc2ncccn2)cc1)c1ccccc1NS(=O)(=O)c1ccc(F)cc1	?	9%	-11%	i	3.9%	2%	-7%	-7%
24	N#Cc1ccsc1NC(=O)CSc1nnc(-c2ccccc2)o1	-10%	-24%[46.1 µM]	24%[38.3 µM]	-9%	-1.9%	-3%	27%	8%
25	CCOc1ccc2ncc(S(=O)(=O)c3ccccc3)c(N3CCC4(CC3)OCCO4)c2c1	?	-43%	16%	-5%	0.0%	1%	19%	2%
26	CC(C)Cc1nc2oc3c(=O)[nH]cnc3c2c2c1CCCC2	3%	-5%	-10%	-12%	1.9%	4%	-12%	12%
27	COc1ccc(-c2cc(C(F)(F)F)nc(S(C)(=O)=O)n2)cc1	?	?	5%[38.3 µM]	-9%	-3.1%&0.0%	-3%	23%	-2%
28	CN(C(=O)c1c[nH]c(=O)cc1C(F)(F)F)c1ccc(Cl)cc1	-15%	-8%	·	2%	2.5%	·	·	1%
29	Oc1oc(-c2ccc(Br)cc2)nc1C=Nc1ccc(Br)cn1	-1%	-2%	1%	-11%	-3.4%	2%	0%	146%[activator]
30	CC(=O)N1C(=O)c2cccc3cccc(c23)C(=O)N1C(C)=O	?	-3%[46.1 µM]	-4%[38.3 µM]	-4%	1.8%	6%	0%	1%
31	O=C(Nc1ccccc1)N1CC=C(c2ccccc2)CC1	-24%	-17%[46.1 µM]	27%[38.3 µM]	8%	-1.1%	1%	13µM*	0%
32	COc1ccc(O)c(CNc2ccccc2F)c1	-8%	28%	6%	-2%	-2.8%	0%	-18%	3%
33	Cc1cc(C(=O)COC(=O)CNC(=O)c2ccccc2)c(C)n1CC1CCCO1 (stereo not given)	-8%	5%	6%	-21%	-0.5%	-2%	-6%	-13%
34	CN(C(=O)COC(=O)c1cc(NS(=O)(=O)c2cc([N+](=O)[O-])ccc2Cl)ccc1O)C1CCCCC1	5%	-19%	4%	-1%	0.0%	1%	-18%	6%
35	C=C1CCN([C@H](C(=O)NCc2ccc(Cl)c(Cl)c2)C(C)C)S(=O)(=O)c2ccccc21	3%	-60%	·	-8%	1.1%	·	·	-7%
36	O=C(Nc1ccc(Oc2cccnc2)cc1)c1ccccc1F	10%	-7%[46.1 µM]	5%[38.3 µM]	-8%	-1.1%	-4%	-1%	0%
37	CC(C)CC(NC(=O)C(CC(C)C)NC(=O)C(Cc1ccc(OCc2ccccc2)cc1)NC(=O)OC(C)(C)C)C(N)=O (stereo not given)	-11%	-14%	2%	-10%	2.5%	0%	·	15%
38	Cc1ccc(N=Nc2c(N)[nH]n3c(=O)cc(-c4ccccc4)nc23)cc1	8%	-3%[46.1 µM]	-2%[38.3 µM]	-6%	-1.2%	-2%	-74%[inhibitor]	3%
39	Cc1ccc(/C=N/n2c(-c3ccc(Cl)cc3)n[nH]c2=S)o1	3%	-39%	·	2%	0.0%	·	·	-4%
40	COC(=O)C1=C(C)Nc2c(c(=O)n(C)c(=O)n2C)C1c1ccc(Cl)cc1 (stereo not given)	2%	11%	-17%	8%	-1.6%	0%	-27%	13%
41	Cc1nc2nc[nH]n2c(=O)c1C/C=C/c1ccccc1	-4%	9%	-1%	-11%	-2.2%	1%	13%	8%
42	CCOC(=O)c1c(C)c(C(=O)NCCN2CCOCC2)c(C)n1C	0%	-14%[46.1 µM]	-4%	i	6.4%	1%	-1%	2%
43	CC1CCCN(S(=O)(=O)c2ccc(S(=O)(=O)NC(C)c3cccs3)cc2)C1 (stereo not given)	-1%	?	46%[activator][38.3 µM]	-1%	1.4%	1%	-28%	90%
44	COCCNS(=O)(=O)c1ccc(F)c(OC)c1	0%	-5%[46.1 µM]	29%[38.3 µM]	0%	-1.4%	-5%	10%	3%
45	O=C(CC1SC(=O)N(c2ccccc2)C1=O)Nc1ccc(Br)cc1 (stereo not given)	-12%	-13%	·	i	-1.6%	·	·	-2%
46	Cc1cc(C)n(C(CC(=O)N2CCc3ccccc3C2)C(=O)O)n1 (stereo not given)	8%	9%[46.1 µM]	6%[38.3 µM]	-8%	-3.0%	3%	-8%	-4%
47	COc1ccc(C(=O)NC(=S)Nc2ccc3oc(=O)ccc3c2)cc1OC	-11%	10%	-3%	-5%	-1.3%	-2%	-9%	-1%
48	COC(=O)c1ccc(COc2ncnc3c(Cl)cc(Cl)cc23)o1	3%	-9%[46.1 µM]	7%[38.3 µM]	-15%	4.7%	-3%	0%	-13%
49	COC(=O)CC(c1ccc(C(C)C)cc1)n1cccc1 (stereo not given)	3%	-37%	20%	-6%	2.5%	-2%	-7%	10%
50	Cc1cccc(NC(=O)c2cn(-c3ccccc3)nc2-c2ccccc2)c1	?	-19%	6%	-15%	-1.5%	2%	8%	7%
51	CN(Cc1ccccc1)C(=O)C1CCCN(Cc2ccc(Cl)cc2)C1 (stereo not given)	-23%	0%[46.1 µM]	20%[38.3 µM]	-5%	-0.9%	3%	-32%[inhibitor]	1%
52	CCN(CC)CCOC(=O)c1ccc(NC(=O)CCNC(=O)Cn2ccc3ccccc3c2=O)cc1	-27%	-7%[46.1 µM]	29%[38.3 µM]	1%	-1.0%	3%	34%	-7%
53	COC(=O)C1(C(=O)OC)NOC2C(=O)N(c3ccc(Cl)cc3Cl)C(=O)C21 (stereo not given)	1%	-4%[46.1 µM]	18%[38.3 µM]	-2%	-0.4%	4%	25%	66%[activator]
54	CCCCS(=O)(=O)NC1=NCN(Cc2ccco2)CN1	1%	3%[46.1 µM]	-5%[38.3 µM]	-14%	1.1%	0%	-8%	10%
55	CCOC(=O)CN1C(=O)N(CC)C(C)=C(C(=O)OC)[C@@H]1c1ccccc1	13%[11.4 µM]	22%	-12%	9%[11.5 µM]	2.1%	-7%[7.66 µM]	-13%[9.22 µM]	-2%[14.2 µM]
56	Cc1[nH]nc2c1C(=O)CC(C)(C)C2	-11%	-9%[46.1 µM]	19%[38.3 µM]	0%	0.9%	-3%	25%	8%
57	C[n+]1ccc(/C=C/c2cccs2)cc1	6%	47%	·	-2%	0.7%	·	·	7%

Only part of the results is shown, so the mix of outcomes need not match the whole.
